All columns: NCI-60 one-dose screen, growth in % after 48 h at 10 µM unless noted; 100 = growth as untreated, 0 = no growth, -100 = all killed.
UACC-62: UACC-62 melanoma | 81,000 tested, 5.4% active; active means growth percent below 10
Active calls of the source: *; & = joins results of further samples; ! = not confirmed by another sample; [ ] = remark or other dose.

# | Molecule | UACC-62
1 | CCn1c2c(c3ccccc3c1=O)C(=O)c1ccccc1-2 | 2.6*![100 µM]
2 | Cc1cc(S(=O)(=O)O)c(NC(=O)c2oc3cc(O)ccc3c(=O)c2C)cc1Cl | 89&85[100 µM]
3 | Cn1c(COC(=O)Nc2ccccc2)c(COC(=O)Nc2ccccc2)c2ccc3cc(Cl)c(Cl)cc3c21 | 101[75 µM]
4 | C[C@@H]1CCC([C@@H](C)[C@H]2CC[C@H]3[C@@H]4CC[C@H]5C[C@@H](O)CC[C@]5(C)[C@H]4CC[C@]23C)=NC1 | -54*[100 µM]
5 | N#Cc1nc(/C=C/c2ccccc2)oc1N | 59&72[100 µM]
6 | CCNc1nc2c(ncn2C2CC(O)C(COP(=O)(O)O)O2)c(=O)[nH]1 (configuration not stated) | 92&91[100 µM]
7 | COCC12CCC(OC)C34C5CC6(O)C(OC)C=C(C5C6OC(=O)c5ccccc5)C(C(OC)C13)C4N(C)C2 (configuration not stated) | 66&74[100 µM]
8 | CCCCOC(=O)c1cc(C(=CCC[C@H]2CC[C@@]3(C)[C@@H](CC[C@@H]4[C@@H]3CC[C@]3(C)[C@@H](C(C)CCCC(C)C)CC[C@@H]43)C2)c2cc(Cl)c(O)c(C(=O)OCCCC)c2)cc(Cl)c1O (some centres not stated) | 97&97[50 µM]
9 | O=C1NC(=O)[C@@]2(CC[C@@H](O)C2)c2ccncc21 | 111[100 µM]
10 | O=c1[nH]c(Nc2ccc(F)c(Cl)c2)nc2nc[nH]c12 | 90&101[100 µM]
11 | C=C(CO)C(=O)OC1CC(=C)C2CC(O)C(C)C2C2OC(=O)C(=C)C12 (configuration not stated) | -100*![100 µM]
12 | CCOC(=O)C1(C(N)=O)C(=O)c2ccncc2C1=O (configuration not stated) | 92&102[100 µM]
13 | Cn1c(COC(=O)NC2CCCCC2)c(COC(=O)NC2CCCCC2)c2ccc3cc(Cl)c(Cl)cc3c21 | -51*[100 µM]
14 | C[C@@H]1CC[C@H]2C(C)(C)[C@H]3C[C@@]12CC[C@@]3(C)O | 6.3*![100 µM]
15 | N#C/C(=C\c1ccccc1)C(=O)Nc1nnc(-c2ccccc2)o1 | -78*![100 µM]

Reformatted: entries from further up
9. O=C1NC(=O)[C@@]2(CC[C@@H](O)C2)c2ccncc21
  UACC-62: 111[100 µM]
10. O=c1[nH]c(Nc2ccc(F)c(Cl)c2)nc2nc[nH]c12
  UACC-62: 90&101[100 µM]

Additional results
# | Molecule | UACC-62
16 | COc1ccc(NC(=S)C#N)cc1 | 17&30[100 µM]
17 | CC1=C2NCN(C)N=C2C(C#N)(C#N)C1(C#N)C#N | -95*[100 µM]
18 | CCC(c1ccc(N(C)C)cc1)C1NC(=S)NC1=O (configuration not stated) | 17&21[100 µM]
19 | COc1ccc(C2=C(N)c3ccccc3C2=O)cc1 | 22&44[100 µM]
20 | CCCCOC(=O)C(=O)C(CCC(=O)c1ccc(C)cc1)C(=O)C=C(C)C (configuration not stated) | 76&86[100 µM]
21 | CSc1nc(Br)nc2c1ncn2C1CC(Oc2ccc(C)cc2)C(COc2ccc(C)cc2)O1 (configuration not stated) | 68&86[100 µM]
22 | CC(C)=CCc1c(OC(=O)c2c(C)cc(O)cc2O)cc(CO)c(CO)c1O | -100*[100 µM]
23 | CCC(C)C1(O)OC2CC3(C)OC(=CC3=O)/C(C)=C\C3OC(=O)C1(C)C32 (configuration not stated) | -100*[100 µM]
24 | COc1cc([C@H]2OC[C@@H]3C(c4cc(OC)c5c(c4)OCO5)OC[C@H]23)cc(OC)c1OC (some centres not stated) | 26&66[100 µM]
25 | Fc1ccc(Nc2nc(Cl)c3[nH]cnc3n2)cc1Cl | 35&68[100 µM]
26 | CC1C2(C)OC(=N)C(C#N)(C(c3ccccc3)O2)C1(C#N)C#N (configuration not stated) | 103[100 µM]
27 | COc1ccc(/C=C2/N=C(N/N=C\C(O)C(O)C(O)C(O)CO)NC2=O)cc1 (configuration not stated) | 84&83&64&77[100 µM]
28 | CC/C(Cl)=N\OC(=O)Nc1ccc(F)cc1F | 62&82[100 µM]
29 | NNc1nc2ccccc2c(=O)n1NC(=O)C(=O)Nc1cccc(C(F)(F)F)c1 | 62&84[100 µM]
30 | Cc1nc2ccccc2c(=O)n1/N=C/c1ccc(N(C)C)cc1 | 30&66[100 µM]
31 | COc1ccc(C2=C(N)c3cc(OC)ccc3C2=O)cc1 | 61&92[100 µM]
32 | NNC(=S)N/N=C(/C(=O)Nc1ccc(Cl)c(Cl)c1)C(C1OC(=O)c2ccccc21)[N+](=O)[O-] (configuration not stated) | 15&55[100 µM]
33 | CC(=O)OC(=C(C#N)C#N)c1nccnc1C(C)=O | -100*![20 µM]
34 | COc1ccc(-c2oc3c(CC(=O)O)cccc3c(=O)c2OC)cc1 | 83&81[100 µM]
35 | COc1ccc2nc(N/N=C/c3ccc(C)s3)cc(C)c2c1 | -100*[100 µM]
36 | O=C(C[n+]1ccccc1)N/N=C(\Cc1nc2ccc([N+](=O)[O-])cc2[nH]c1=O)C(=O)Nc1cc(Cl)c(Cl)cc1Cl | 21&76[100 µM]
37 | COc1ccc(OC)c2c1C1CCC(=O)N1CN2C(C)=O (configuration not stated) | 101&86[100 µM]
38 | COC(=O)C1CCC(=O)N1CN(C(C)=O)c1cc(OC)ccc1OC (configuration not stated) | 102&78[100 µM]
39 | CN1CCc2cc3c(c4c2C1C(O)c1ccccc1-4)OCO3 (configuration not stated) | -88*[100 µM]
40 | Cc1cc2c3c(nc4ccccc42)C(=O)c2cccnc2-c3n1 | -100*[100 µM]
41 | Cc1ccc(OC2CC(n3cnc4ncnc(Cl)c43)OC2Oc2ccc(C)cc2)cc1 (configuration not stated) | -100*![100 µM]
42 | CC(=O)c1cc2c(s1)C(=O)c1ccsc1C2=O | -98*[100 µM]
43 | Cc1ccc(OCC2OC(n3cnc4nc(N)nc(Cl)c43)CC2Oc2ccc(C)cc2)cc1 (configuration not stated) | -64*![100 µM]
44 | CC1=C(C#N)C(=O)N(/N=C/c2ccc(Cl)cc2)C(=O)/C1=c1\o/c(=C2/C(=O)N(/N=C/c3ccc(Cl)cc3)C(=O)C(C#N)=C2C)c2nccnc12 | 30&66[100 µM]
45 | COc1cccc2c1-c1nc(N)c3c(OC)cccc3c1C2=O | 45&66[100 µM]
46 | CNC(=S)c1nnsc1N | -2.7*![100 µM]
47 | COc1cc([C@H]2c3cc(O)c(OC)cc3C[C@]3(O)[C@@H]2CO[C@@H]3O)ccc1O | 76&86[100 µM]
48 | Oc1ccc(/C=C/c2cc(O)cc3c2C(c2cc(O)cc(O)c2)C(c2ccc(O)c(O)c2)O3)cc1 (configuration not stated) | -24*[100 µM]
49 | CCOC(=O)Nc1n[nH]nc1Cl | 84&93[100 µM]
50 | C=C1CC[C@H]2C(C)=CC[C@H]3C(=C)C(=O)O[C@@H]3[C@@H]12 | 97[100 µM]
51 | CN(C)N=Nc1ccc2[nH]c(=O)[nH]c2c1 | 47&88[100 µM]

Compounds 35 through 51 of the list above:
# | Molecule | UACC-62
35 | COc1ccc2nc(N/N=C/c3ccc(C)s3)cc(C)c2c1 | -100*[100 µM]
36 | O=C(C[n+]1ccccc1)N/N=C(\Cc1nc2ccc([N+](=O)[O-])cc2[nH]c1=O)C(=O)Nc1cc(Cl)c(Cl)cc1Cl | 21&76[100 µM]
37 | COc1ccc(OC)c2c1C1CCC(=O)N1CN2C(C)=O (configuration not stated) | 101&86[100 µM]
38 | COC(=O)C1CCC(=O)N1CN(C(C)=O)c1cc(OC)ccc1OC (configuration not stated) | 102&78[100 µM]
39 | CN1CCc2cc3c(c4c2C1C(O)c1ccccc1-4)OCO3 (configuration not stated) | -88*[100 µM]
40 | Cc1cc2c3c(nc4ccccc42)C(=O)c2cccnc2-c3n1 | -100*[100 µM]
41 | Cc1ccc(OC2CC(n3cnc4ncnc(Cl)c43)OC2Oc2ccc(C)cc2)cc1 (configuration not stated) | -100*![100 µM]
42 | CC(=O)c1cc2c(s1)C(=O)c1ccsc1C2=O | -98*[100 µM]
43 | Cc1ccc(OCC2OC(n3cnc4nc(N)nc(Cl)c43)CC2Oc2ccc(C)cc2)cc1 (configuration not stated) | -64*![100 µM]
44 | CC1=C(C#N)C(=O)N(/N=C/c2ccc(Cl)cc2)C(=O)/C1=c1\o/c(=C2/C(=O)N(/N=C/c3ccc(Cl)cc3)C(=O)C(C#N)=C2C)c2nccnc12 | 30&66[100 µM]
45 | COc1cccc2c1-c1nc(N)c3c(OC)cccc3c1C2=O | 45&66[100 µM]
46 | CNC(=S)c1nnsc1N | -2.7*![100 µM]
47 | COc1cc([C@H]2c3cc(O)c(OC)cc3C[C@]3(O)[C@@H]2CO[C@@H]3O)ccc1O | 76&86[100 µM]
48 | Oc1ccc(/C=C/c2cc(O)cc3c2C(c2cc(O)cc(O)c2)C(c2ccc(O)c(O)c2)O3)cc1 (configuration not stated) | -24*[100 µM]
49 | CCOC(=O)Nc1n[nH]nc1Cl | 84&93[100 µM]
50 | C=C1CC[C@H]2C(C)=CC[C@H]3C(=C)C(=O)O[C@@H]3[C@@H]12 | 97[100 µM]
51 | CN(C)N=Nc1ccc2[nH]c(=O)[nH]c2c1 | 47&88[100 µM]

Screening results: PubChem BioAssay, NCI

The list is partial; rates above refer to the full screens.
